FLuc stim CS: affects firefly luciferase, flagging false hits in luciferase stimulation screens. P08659. ATPlite luciferase biochemical, luminescence, 10 min; 0 = ATP-free wells, 1 = DMSO control. activation factor at 10 µM. 200,000 tested, under 10 active. AID 1027;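 active = luciferase activation factor, scaled between plate controls, of at least 2 with compound at 10 µM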
Target sequence (P08659 whole entry, looked up): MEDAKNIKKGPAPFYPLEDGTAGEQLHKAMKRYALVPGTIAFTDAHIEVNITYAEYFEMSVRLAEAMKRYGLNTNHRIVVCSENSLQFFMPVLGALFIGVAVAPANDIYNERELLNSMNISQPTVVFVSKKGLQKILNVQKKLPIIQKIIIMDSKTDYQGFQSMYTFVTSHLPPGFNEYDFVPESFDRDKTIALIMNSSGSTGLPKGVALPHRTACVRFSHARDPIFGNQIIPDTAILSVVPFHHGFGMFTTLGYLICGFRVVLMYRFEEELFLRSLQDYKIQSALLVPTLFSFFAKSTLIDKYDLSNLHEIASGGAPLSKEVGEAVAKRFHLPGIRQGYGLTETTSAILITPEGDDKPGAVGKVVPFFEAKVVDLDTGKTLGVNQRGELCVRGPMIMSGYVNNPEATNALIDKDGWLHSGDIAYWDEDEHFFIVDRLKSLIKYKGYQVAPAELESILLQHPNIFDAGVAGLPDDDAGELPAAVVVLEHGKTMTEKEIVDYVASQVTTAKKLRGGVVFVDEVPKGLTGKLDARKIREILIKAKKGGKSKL
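System: luciferase plus luciferin reagent, cell-free; medium: PBS as buffer for the ATP substrate; dosing: test compounds dosed from 2 mM stocks in 100% DMSO; timing: 10 min post-reagent at room temperature; measured by: luminescence measurement of luciferase light output; evaluation: luciferase activation, seen as luminescence increase over controls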
G6PDH CS: counter-screen for G6PDH assay hits: L. mesenteroides G6PDH inhibition; inhibition, % at 5 µM; actives 0.12% (n = 200,000); Purified L. mesenteroides G6PDH, diaphorase/resazurin coupled fluorescence, 45 min; in the data active = inhibition above about 50%
Diaph inh CS: inhibits diaphorase or chemically oxidizes, flagging diaphorase assay artifacts. diaphorase resazurin-to-resorufin fluorescence, NADH, 16 min; bacterial (C. kluyveri) enzyme, not human. inhibition, % at 20 µM. actives 0.69% (n = 190,000). AID 1217;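 active = primary screen inhibition at 20 µM above a set limit, cut at about 50% in these data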;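 also: plate controls were DMSO with full reaction for no effect and wells lacking NADH for full effect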
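Test system: bacterial diaphorase enzyme (C. kluyveri); Quantity: 0.14 U/mL diaphorase, enzyme working solution; Times: reaction incubation of 16 min at room temperature; Measured by: fluorescence of resorufin formed from resazurin, Ex 544/Em 590 nm; Benchmarks: positive control minus NADH, DMSO neutral control.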
FLuc inhib CS: inhibits firefly luciferase, flagging false hits in luciferase inhibition screens; P08659; ATPLite firefly luciferase biochemical luminescence, 10 min; inhibition, % at 10 µM; actives 1.5% (n = 200,000); AID 1006;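 active = inhibition above about 50% when tested at 10 µM, limit read from the data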
APP transl inh: APP translation inhibition | SH-SY5Y APP 5'UTR-luciferase reporter, luminescence | inhibition, % at 2 µM | actives 0.82% (n = 190,000) | AID 1285;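 active = inhibition above a set limit, derived from the sample mean plus 3 SD, cut at about 45% in these data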; also: values of inactives mirror those of a sister screen read the other way
NF-kB neuron act: NF-kB expression increase, human neuronal cells | NF-kB reporter expression; active compounds read high | fold change at 12.5 µM | actives 1.6% (n = 190,000); in the data active = fold change above about 3.3
APP 5'UTR act: activates APP 5'UTR luciferase reporter. activation, % at 2 µM. actives 1% (n = 190,000). SH-SY5Y APP 5'UTR luciferase reporter, luminescence; zero percent = DMSO vehicle wells;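 active = activation above a set limit, based on mean plus 3 SD of controls, cut at about 140% in these data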; also: values of inactives mirror those of a sister screen read the other way
TLR4-MyD88 BLA: TLR4-MyD88 interaction inhibition in cells. O00206+Q99836. HeLa CL3-4 TLR4/MyD88 BLA complementation, FRET ratio. inhibition, % at 8.4 µM. actives 0.18% (n = 200,000). AID 861; in the data active = inhibition above about 25%;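 also: 0% = vehicle and 100% = reference inhibitor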
Diaph act CS: diaphorase activation or chemical reduction counter-screen; Diaphorase/resazurin coupled assay, resorufin fluorescence, 16 min; active compounds read high; 1 = vehicle wells, 0 = NADH-free wells; activation factor at 20 µM; actives 0.005% (n = 190,000); AID 1229;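 active = diaphorase activity raised at least twofold by the compound at 20 µM; inactive = activation factor below 2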
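Material: Clostridium kluyveri diaphorase, purified enzyme; Quantity: enzyme 0.07 U/mL final; Medium: HEPES pH 7.4 buffer with MgCl2 and Tween 20; Dosing: single compound dose of 20 µM, 1% DMSO final; Schedule: 16 min reaction at room temperature; Measured by: red resorufin fluorescence at 544/590 nm excitation/emission.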
STAT1 act: increases IFN-gamma driven STAT1 reporter signal; actives 2.6% (n = 200,000); activation (% of control), % at 5.5 µM; NIH 3T3 STAT1-luciferase reporter, luminescence; 100% = IFN-gamma alone, no compound;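 active = activation above the screen-wide mean activation plus 3 SD, cut at about 130% in these data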;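 also: raw ratio to IFN-gamma control signal so 100% means no change and 0% no light; values of inactives mirror those of a sister screen read the other way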
The depositor's hits bear a star; nt = not tested or not shown.

SMILES	FLuc stim CS	G6PDH CS	Diaph inh CS	FLuc inhib CS	APP transl inh	NF-kB neuron act	APP 5'UTR act	TLR4-MyD88 BLA	Diaph act CS	STAT1 act
Cc1ccccc1-c1ncc(CN2CCN(C3CCCCC3)C(CCO)C2)cn1 (stereo unspecified)	1	13	-16	3	1	1.1	-1	-6	1.2	103
CCOc1ccc(N=C2NC(=O)C(CC(=O)O)S2)cc1 (stereo unspecified)	1	2	4	-3	2	1.3	-2	-3	1	105
Clc1ccc(CSc2nnc(-c3cccnc3)o2)cc1	1	0	18	-5	8	2	-8	-6	0.8	106
O=C(c1ccc(Cl)c(S(=O)(=O)N2CCOCC2)c1)N1CCCCC1	1.1	5	nt	-8	-11	1.1	11	2	nt	99
Cc1sc2nc(-c3ccco3)oc(=O)c2c1C	0.9	2	11	8	1	1.2	-1	-9	0.9	109
COCCSc1ccccc1C(=O)N1CCN(c2ccccc2OC)CC1	1	-2	-6	0	-4	0.92	4	1	1.1	95
COc1ccc2cc(Br)ccc2c1CC(=O)N(C)C	1	3	-6	-3	2	0.84	-2	3	1.1	95
CC(=O)Nc1ccc(S(=O)(=O)n2nc(C)cc2C)cc1	1	3	17	-5	2	0.72	-2	-2	0.8	102
COc1ccc(OC)c(CN2CCC(C(=O)N3CCN(c4ccccc4F)CC3)CC2)c1	1	-2	10	-4	-3	0.87	3	-6	0.9	93
O=C(NCc1ccco1)c1cc(-c2ccc3c(c2)OCO3)on1	0.8	2	5	15	-31	2.5	31	-1	1	120
Cc1ccc2nc(NC(=O)C3CCCN(S(=O)(=O)c4cnc[nH]4)C3)sc2c1 (stereo unspecified)	0.9	14	9	11	-32	1.2	32	-10	0.9	126
COc1ccc(NS(=O)(=O)c2cc(S(C)(=O)=O)ccc2C)cc1	1	17	12	-1	-20	0.93	20	4	0.9	100
Cc1ccc(C)c(NC(NC(=O)c2cccnc2)C(Cl)(Cl)Cl)c1 (stereo unspecified)	1	8	6	-3	5	0.91	-5	10	0.9	101
CCN1C(=O)/C(=C/C=C2/SCCN2C)SC1=S	0.9	6	17	13	-106	4.7*	106	-12	0.8	152*
O=c1c2ccc(Cl)cc2nc(-c2cccc(C(F)(F)F)c2)n1O	1	3	13	-5	-5	0.52	5	5	0.9	100
O=C(N/N=C/c1cccc(OCc2ccccc2)c1)c1cccs1	1	6	27	-1	-43	2.1	43	1	0.7	121
CCO[C@H]1OC(C(=O)N2CCCCCCC2)=C[C@@H](c2ccccc2)[C@@H]1CCCO	1.1	10	14	-13	-5	0.84	5	3	0.9	102
COC(=O)NC(NC(=S)Nc1ccccc1OC)C(Cl)(Cl)Cl (stereo unspecified)	1	29	11	-1	3	1	-3	-2	0.9	99
O=C(NCCc1ccccc1)c1ccccc1NC(=O)C1CC=CCC1C(=O)O (stereo unspecified)	1	1	18	2	-36	1.8	36	-3	0.8	152*
COC(=O)c1ccccc1NC(=O)CN1CCC(NC(=O)c2ccc(C)cc2)CC1	1	3	5	-1	-18	0.88	18	-6	0.9	94
CCCCCCCCC(=O)NNC(=O)c1c(O)c2ccccc2n(CC)c1=O	1	8	-17	0	6	0.83	-6	-2	1.2	97
CCN(CC)CCCNC(=O)c1nn(-c2ccccc2OC)c(=O)c2ccccc12	1	10	-2	3	-5	1.1	5	2	1	97
CC(C)(C)c1ccc2c(c1)OCC(C(=O)O)O2 (stereo unspecified)	1	-8	9	3	-1	1.2	1	15	0.9	103
COc1ccc(NC(=O)CCN2CCN(S(=O)(=O)c3ccc(C(C)C)cc3)CC2)cc1	1.1	0	12	-6	-18	0.99	18	6	0.9	103
CN(Cc1cnn(C)c1)C(=O)c1cc2ccccc2oc1=O	1.1	-12	23	-7	2	1.2	-2	-3	0.8	95
COc1ccccc1Nc1nc(-c2sc(NC(=O)c3ccccc3)nc2C)cs1	1.1	6	17	-6	-20	1.4	20	-11	0.8	104
COc1ccc(-c2nc3ccccc3c(=O)o2)cc1OC	0.9	-3	-1	10	-17	1.1	17	5	1	97
CCCCn1c(N)c(-c2nc3ccccc3s2)c2c([N+](=O)[O-])nn(C)c(=O)c21	1	-2	16	-3	20	1	-20	2	0.8	91
Cc1cc(C)c(C#N)c(Sc2ccc(N)cc2)n1	1	1	14	2	-2	1.1	2	-7	0.9	99
Cc1cc(N2CCOCC2)nc2ccc(NC(=O)CCC(=O)N3CCCC(C)C3)cc12 (stereo unspecified)	0.8	7	-11	17	-13	1.4	13	-3	1.1	102
CCn1c(SC)nnc1-c1sc2cc(Cl)ccc2c1Cl	0.9	-2	10	6	-5	1.4	5	-13	0.9	102
CCCC(=O)Nc1ccc(C(=O)Nc2cccc(OC)c2)cc1	0.9	11	15	8	-35	1.4	35	-9	0.9	106
COc1ccc(C2=NN(C(=O)CSc3ncccn3)C(c3cccc(OC)c3OC)C2)cc1 (stereo unspecified)	1	3	12	-3	2	0.97	-2	4	0.9	98
CCn1c(=O)c(C(=O)CN2c3ccccc3CC2C)c(N)n(Cc2ccccc2)c1=O (stereo unspecified)	0.9	3	20	7	-2	0.7	2	-14	0.8	97
O=c1c2cnn(-c3ccc(F)cc3)c2ncn1Cc1cccnc1	1	5	-2	-3	12	0.98	-12	3	1	105
CCCN(CCC)CCCNc1ccc2nnc(-c3ccc(F)cc3)n2n1	1	1	5	-2	1	1.1	-1	-8	0.9	95
O=C(NC1CCCc2ccccc21)c1ccc2c(c1)OCO2 (stereo unspecified)	1	16	2	1	-1	1.2	1	4	1	108
COC(=O)c1cc(-c2ccc(Br)cc2)n[nH]1	1	0	4	2	-18	1.6	18	-2	1	115
CC(C)NCC(O)COC1C2CC3CC(C2)CC1C3 (stereo unspecified)	1	2	21	-1	8	1.1	-8	-9	0.8	109
CCOc1ccc(Cl)cc1S(=O)(=O)N1CCN(c2ccc(C)c(C)c2)CC1	1	0	28	-4	-2	0.84	2	-1	0.7	101
O=C(CSc1nnc(NC(=O)c2ccccc2F)s1)Nc1ccccc1F	0.1	3	12	89*	-44	1.6	44	-5	0.9	91
CC(C)CNC(=S)Nc1ccc(Oc2ccccc2)cc1	1.1	-5	6	-9	4	1.1	-4	0	0.9	106
Cc1cc(-c2n[nH]c(=S)n2CC(C)C)cs1	1	2	14	-1	-20	0.77	20	14	0.9	101
COc1ccc(-n2c(CNC(=O)c3cccs3)n[nH]c2=S)cc1	1.1	2	3	-7	-46	1.1	47	-14	1	102
COc1cc(S(=O)(=O)n2nc(C)cc2C)c(OC)cc1Cl	1	-4	8	-4	-8	1.2	8	-3	0.9	101
O=S(=O)(NCCCc1ccccc1)c1ccc(Cl)cc1	1	-9	23	-4	-7	0.9	7	-2	0.8	94
COC(=O)c1ccc(CSc2nnnn2-c2ccc(C)cc2C)o1	1	10	27	-2	-9	1	9	-12	0.7	93
Cc1ccc(S(=O)(=O)NC2c3cccc4cccc(c34)C2Sc2ncccn2)cc1 (stereo unspecified)	1	6	7	-1	-16	0.54	16	8	0.9	107
CN(C)c1ncc(C2=C(Cl)C(=O)C(N3CCCC3)=C(Cl)C2=O)s1	nt	nt	nt	nt	-9	1.2	9	4	nt	85
NC(N)=N/N=C/c1ccc(OCc2ccccc2Cl)cc1	1	-1	-52	4	-4	0.99	4	4	1.5	96

Given as labelled records: two of the compounds above.
Structure: COC(=O)c1cc(-c2ccc(Br)cc2)n[nH]1
  FLuc stim CS = 1
  G6PDH CS = 0
  Diaph inh CS = 4
  FLuc inhib CS = 2
  APP transl inh = -18
  NF-kB neuron act = 1.6
  APP 5'UTR act = 18
  TLR4-MyD88 BLA = -2
  Diaph act CS = 1
  STAT1 act = 115

Structure: CCCCn1c(N)c(-c2nc3ccccc3s2)c2c([N+](=O)[O-])nn(C)c(=O)c21
  FLuc stim CS = 1
  G6PDH CS = -2
  Diaph inh CS = 16
  FLuc inhib CS = -3
  APP transl inh = 20
  NF-kB neuron act = 1
  APP 5'UTR act = -20
  TLR4-MyD88 BLA = 2
  Diaph act CS = 0.8
  STAT1 act = 91

Grouped by structure, the entries above with a furan ring, fused or not.
SMILES	FLuc stim CS	G6PDH CS	Diaph inh CS	FLuc inhib CS	APP transl inh	NF-kB neuron act	APP 5'UTR act	TLR4-MyD88 BLA	Diaph act CS	STAT1 act
Cc1sc2nc(-c3ccco3)oc(=O)c2c1C	0.9	2	11	8	1	1.2	-1	-9	0.9	109
O=C(NCc1ccco1)c1cc(-c2ccc3c(c2)OCO3)on1	0.8	2	5	15	-31	2.5	31	-1	1	120
COC(=O)c1ccc(CSc2nnnn2-c2ccc(C)cc2C)o1	1	10	27	-2	-9	1	9	-12	0.7	93

Next part.
SMILES	FLuc stim CS	G6PDH CS	Diaph inh CS	FLuc inhib CS	APP transl inh	NF-kB neuron act	APP 5'UTR act	TLR4-MyD88 BLA	Diaph act CS	STAT1 act
CC(C)NC(=O)N1CCOCCOCCN(C(=O)NC(C)C)CCOCCOCC1	1.1	0	10	-9	-9	1.1	9	4	0.9	94
CCS(=O)(=O)N1CCC(C(=O)NCCc2ccc(C)cc2)CC1	1	8	1	-1	-7	1.1	7	0	1	103
COc1ccc(CNC(=O)CN(Cc2ccc(Cl)cc2)S(=O)(=O)c2ccccc2)cc1	1	2	20	-3	-1	0.74	1	5	0.8	105
CCOC(=O)N1CCC(NC(=O)CCN2C(=O)COc3ccccc32)CC1	1	-24	20	-3	6	1.5	-6	4	0.8	106
